Assay outcomes as filed in PubChem BioAssay.
HT1080-NT tox: qHTS for induction of synthetic lethality in tumor cells producing 2HG: qHTS for the HT-1080-NT fibrosarcoma cell line | Potency, µM (doses to about 46.1 µM), inactives show at the top dose activity, negative = less viability, usual class: cytotoxic | hit rate 1.6% among 360,000 | HT-1080-NT fibrosarcoma viability, CellTiter-Glo ATP luminescence, 48 h;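 further: NT is the 2HG producing partner of a matched IDH1 knockdown line; potency means the concentration at half of the fitted maximal effect; 0% = DMSO-treated cells and -100% = media-only wells without cells; nearly all actives have a fitted effect of over 55% in size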
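A 48-hour cytotoxicity screen used HT-1080-NT cells plated 2 hours before compound delivery. ATP-based CellTiter-Glo luminescence measured viability, normalized to DMSO and no-cell controls.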
IL1B secr inh: qHTS for Inhibitors of Inflammasome Signaling: IL-1-beta AlphaLISA Primary Screen. THP-1 LPS/ATP IL-1B secretion, AlphaLISA, 16 h; stronger effect = lower value. activity change, % at 57.5 µM. hit rate 4.7% among 360,000; in the data active means activity change below about -50%; inconclusive means mostly about -30% to -49%; further: on the % scale 0 is the no-effect control and ±100 the full control effect
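THP-1 cells pretreated 1 hr with compounds (up to 57.5 uM final), then stimulated with LPS (250 ng/mL final) plus ATP (1.25 mM final); secreted IL-1B measured by AlphaLISA after 16 hr, decreased signal indicating inhibition.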
MCF10A rerep: A quantitative high throughput screen for small molecules that induce DNA re-replication in MCF 10a normal breast cells; Potency, µM (doses to about 46.1 µM), inactives show at the highest dose activity, positive = re-replication, most hits filed as activators; MCF 10A DNA re-replication, Hoechst nuclear intensity, 48 h; hit rate 2.9% among 350,000; AID 624296, 2012; further: potency means the concentration at half of the fitted maximal effect; % of control where 0% means no effect; nearly all actives have a fitted effect of over 50% in size
SW480 rerep: A quantitative high throughput screen for small molecules that induce DNA re-replication in SW480 colon adenocarcinoma cells; Potency, µM (titrated, usually from 46.1 µM), without a hit: at the top dose re-replication activation, hits mostly activators; hit rate 1.8% among 340,000; SW480 DNA re-replication, Hoechst DNA content imaging, 48 h; further: potency means the concentration at half of the fitted maximal effect; % of control where 0% means no effect; nearly all actives have a fitted effect of over 55% in size
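Per well, 250 cells were exposed to pinned compound for 48 hr. Nuclear DNA was visualised with Hoechst (40 min, 37 C) and total object intensity recorded by fluorescence scanning.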
HT1080 IDH1KD tx: qHTS for induction of synthetic lethality in tumor cells producing 2HG: qHTS for the HT-1080-IDH1KD cell line. Potency, µM (series often up to 46.1 µM), for the others: at the top dose activity, negative = toxicity, actives largely listed as cytotoxic. hit rate 2% among 360,000. AID 686971, 2013. HT-1080 IDH1 knockdown viability, ATP luminescence, 48 h;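 further: potency means the concentration at half of the fitted maximal effect; 0% = DMSO wells and -100% = cell-free medium wells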
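HT-1080-IDH1KD cells (IDH1 knocked down), 750/well in RPMI with 5% FBS, treated with compound 48 h at 37 degrees C. Viability by CellTiter-Glo luminescence, normalised to DMSO and no-cell wells; concentration-response curves classed.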
KB-3-1 tox: qHTS assay for MDR1-selective chemotherapeutics: Primary screen using the parental adenocarcinoma cell KB-3-1; KB-3-1 viability, CellTiter-Glo ATP luminescence, 72 h; Potency, µM (titrated, usually from 46.1 µM), without a hit: top-dose activity change, negative = cytotoxic, usual class: cytotoxic; hit rate 1.4% among 400,000; AID 1347075, 2019; further: potency means the concentration at half of the fitted maximal effect; on the % scale 0 is the no-effect control and ±100 the full control effect; nearly all actives have a fitted effect of over 60% in size
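KB-3-1 parental drug-naive adenocarcinoma cells in DMEM/10% FBS, incubated 72 h at 37 C with pin-transferred compounds across a concentration series. Viability by CellTiter-Glo luminescence; concentration-response curves fitted after normalization.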
WRN inhibitor: qHTS for Inhibitors of WRN Helicase; Bifunctional 3'-5' exonuclease/ATP-dependent helicase WRN (Homo sapiens), Q14191; WRN helicase unwinding, fluorescent forked duplex, kinetic; Potency, µM (series often up to 114 µM), for inactives: top-dose activity change, negative = inhibition, most hits filed as inhibitors; hit rate 0.46% among 360,000; AID 651768, 2012; further: potency means the concentration at half of the fitted maximal effect; on the % scale 0 is the no-effect control and ±100 the full control effect; nearly all actives have a fitted effect of over 55% in size
Target sequence (Q14191 whole entry, looked up): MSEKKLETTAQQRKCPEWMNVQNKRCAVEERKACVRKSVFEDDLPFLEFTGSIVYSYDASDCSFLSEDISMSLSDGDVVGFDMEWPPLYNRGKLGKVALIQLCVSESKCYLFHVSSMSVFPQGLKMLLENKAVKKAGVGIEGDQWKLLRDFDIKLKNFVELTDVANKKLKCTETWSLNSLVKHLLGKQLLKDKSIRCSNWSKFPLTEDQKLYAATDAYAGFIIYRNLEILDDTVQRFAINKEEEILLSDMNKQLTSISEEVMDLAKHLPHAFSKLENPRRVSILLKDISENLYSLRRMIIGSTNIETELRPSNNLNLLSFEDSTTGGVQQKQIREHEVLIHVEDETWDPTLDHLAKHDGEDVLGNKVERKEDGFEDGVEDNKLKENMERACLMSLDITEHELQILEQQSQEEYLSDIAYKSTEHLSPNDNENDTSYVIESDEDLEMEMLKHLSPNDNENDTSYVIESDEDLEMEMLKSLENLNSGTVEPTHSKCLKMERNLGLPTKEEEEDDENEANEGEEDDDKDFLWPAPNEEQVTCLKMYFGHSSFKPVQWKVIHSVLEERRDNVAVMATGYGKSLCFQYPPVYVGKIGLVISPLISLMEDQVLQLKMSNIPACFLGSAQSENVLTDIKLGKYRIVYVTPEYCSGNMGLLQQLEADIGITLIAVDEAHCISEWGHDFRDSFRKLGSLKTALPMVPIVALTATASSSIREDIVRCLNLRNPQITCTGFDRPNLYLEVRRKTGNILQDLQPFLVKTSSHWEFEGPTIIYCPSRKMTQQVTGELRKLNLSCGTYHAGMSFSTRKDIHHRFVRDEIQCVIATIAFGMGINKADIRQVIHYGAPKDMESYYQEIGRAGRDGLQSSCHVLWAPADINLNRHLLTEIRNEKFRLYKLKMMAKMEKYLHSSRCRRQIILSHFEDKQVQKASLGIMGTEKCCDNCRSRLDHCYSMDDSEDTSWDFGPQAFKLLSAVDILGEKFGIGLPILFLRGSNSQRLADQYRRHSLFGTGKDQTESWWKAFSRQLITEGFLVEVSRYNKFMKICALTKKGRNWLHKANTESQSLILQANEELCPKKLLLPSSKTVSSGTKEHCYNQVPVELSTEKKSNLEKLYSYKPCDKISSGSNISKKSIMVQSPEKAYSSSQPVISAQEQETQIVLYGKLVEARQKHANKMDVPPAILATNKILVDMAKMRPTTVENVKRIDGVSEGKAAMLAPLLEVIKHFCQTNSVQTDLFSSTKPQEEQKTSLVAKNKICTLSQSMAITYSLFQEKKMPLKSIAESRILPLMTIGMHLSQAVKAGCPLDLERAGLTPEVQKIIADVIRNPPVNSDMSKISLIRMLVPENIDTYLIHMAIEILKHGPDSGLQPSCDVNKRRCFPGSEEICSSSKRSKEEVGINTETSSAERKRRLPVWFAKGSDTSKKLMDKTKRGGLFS
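Screening of the MLSMR collection measured strand separation of a quenched forked DNA duplex (100 nM) by 20 nM WRN with 2 mM ATP, all final. Compounds were preincubated with enzyme 15 min at room temperature.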
KB-V1 cytotox: qHTS assay for MDR1-selective chemotherapeutics: Primary screen using the drug-selected MDR subline cells KB-V1; Potency, µM (series often up to 46.1 µM), without a hit: at the highest dose activity change, negative = cytotoxicity, most hits filed as cytotoxic; KB-V1 MDR cells viability, CellTiter-Glo, 72 h; hit rate 3.4% among 400,000; further: potency means the concentration at half of the fitted maximal effect; on the % scale 0 is the no-effect control and ±100 the full control effect; nearly all actives have a fitted effect of over 60% in size
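Cytotoxicity toward P-gp-expressing KB-V1 cells was determined as loss of CellTiter-Glo luminescence after 72 h at 37 degrees C. Compounds were tested in quantitative HTS format across a concentration range, with curves fitted to normalized data.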
ATXN2 expr inh: Primary qHTS for Inhibitors of ATXN expression. HEK-293 ATXN2-luciferase reporter, luminescence, 24 h. Potency, µM (doses to about 57 µM), for the others: at the highest dose activity change, negative = inhibition, usual class: inhibitors. AID 1745845, 2022. hit rate 0.72% among 360,000; further: potency means the concentration at half of the fitted maximal effect; on the % scale 0 is the no-effect control and ±100 the full control effect; nearly all actives have a fitted effect of over 55% in size
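ATXN2-luciferase reporter cells (luciferase flanked by upstream and downstream ATXN2 gene portions) were treated 24 h at 37 °C with compounds at up to 57 uM. SteadyGlo luminescence gave expression; GF-AFC fluorescence gave viability.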
Active calls of the source: *; ? = inconclusive; . = no result given; & = joins results of further samples; [ ] = dose if it differs, or a comment. Unless noted, the call rests on the fitted dose curve; in most records, active means well fitted curve in the direction sought with a large enough effect; inconclusive means small, poorly fitted or top-dose-only effect, or another doubt; inactive means no such curve, though single readings can be large; an effect the other way counts as inactive or inconclusive. Outcome played no part in choosing rows; overall some 12% were active at least once.

Second line of a record – HT1080-NT tox | IL1B secr inh | MCF10A rerep | SW480 rerep | HT1080 IDH1KD tx | KB-3-1 tox | WRN inhibitor | KB-V1 cytotox | ATXN2 expr inh
[1] Cn1c(=O)n(C)c2cc(S(=O)(=O)NCCO)ccc21
 : 22% | 1 | 3% | -6% | 5% | 3% | -7% | -3% | 5%
[2] C=CCNC(=S)N/N=C/c1ccc(OCc2ccccc2Cl)cc1
 : 3.2µM* | 14 | ? | 7.3µM* | 3.2µM* | 0% | -2% | -3% | 11%
[3] O=C(CCCc1ccccc1)NCc1ccccn1
 : -1% | 0 | 2% | -1% | 10% | -15% | -1% | 5% | 18%
[4] COc1ccc(S(=O)(=O)N2CCN(c3cnccn3)CC2)cc1OC
 : -5% | ? | ? | 19% | -4% | -20% | -6% | ? | -10%
[5] CCOC(=O)c1ccccc1NC(=O)CSc1nnc(Cc2cccn2C)n1-c1ccc(F)cc1
 : 0%[9.24 µM] | 0 | 2% | 3% | -28% | -12% | -4% | -6% | -28%
[6] Cc1cccn2c(=O)c3cc(C(=O)NCC4CCCO4)c(=N)n(C4CCCCC4)c3nc12 (stereo not given)
 : -9% | -17 | 18µM* | 18µM* | -15% | -6% | 14% | -16% | ?
[7] COC(=O)c1ccc(OC(=O)c2nn(C)cc2Cl)c(OC)c1
 : 17% | 19 | 3% | -1% | 24% | 10% | -3% | 9% | -3%
[8] CC(=O)N/N=C\c1ccccc1OC/C=C/c1ccccc1
 : 4% | 0 | -2% | ? | 12% | 15% | 5% | -2% | 55%[activator]
[9] COC(=O)C1=CN(c2ccc(OC)cc2OC)C(N)=C(C#N)C1c1ccc(OC)cc1 (stereo not given)
 : ? | -6 | . | . | ? | -20% | -2% | ? | .
[10] C/C(=N\NC(N)=S)C1(C)CC2(CC(C)(C)OC2=O)C(=O)O1 (stereo not given)
 : -4% | 5 | 2% | -11% | -19% | 0% | -7% | 15% | -4%
[11] Cc1ccc(S(=O)(=O)Oc2ccc3ccc(O)cc3c2)cc1
 : -7% | 50 | 1µM* | -17% | -4% | 9% | -1% | ? | -7%
[12] CCOC(=O)C(NC(=O)Nc1ccc(F)cc1F)(Oc1ccccc1)C(F)(F)F (stereo not given)
 : 9% | 0 | 3% | 0% | -3% | 12% | 2% | -2% | 1%
[13] O=C(NC1CCN(Cc2ccccc2)CC1)c1ccc(Cn2c(=S)[nH]c3ccc(N4CCOCC4)cc3c2=O)cc1
 : -10% | -14 | ? | ? | -13% | 2% | -9% | -20% | 16%
[14] CCN(CC(=O)Nc1cc(Cl)ccc1C)C(=O)c1ccc2c(c1)NC(=O)C(C)S2 (stereo not given)
 : -1% | 24 | -2% | -1% | -4% | -21% | -6% | ? | -3%
[15] Cc1cc(NC(=O)C2C3C(=O)N(CCC(C)C)C(C(=O)NCc4ccccc4)C34C=CC2(C)O4)no1 (stereo not given)
 : 4% | 6 | -1% | 2% | -3% | 22% | 11% | ? | 3%
[16] COc1cccc(CN2CCc3ccc(NC(=O)CCc4ccc(C)cc4)cc3C2)c1O
 : -18% | -7 | 2% | 0% | -14% | -1% | 6% | -6% | -27%
[17] Cc1nc(NC(=O)COC(=O)c2cc3c(s2)CCC(C)C3)c(Cl)cc1Cl (stereo not given)
 : 15% | 13 | -5% | -11% | ? | 0% | 5% | 26% | 11%
[18] CN(C(=O)c1ccc2c(=O)n3c(nc2c1)CCCCC3)c1ccccc1Cl
 : -1% | 34 | ? | -5% | -6% | 0% | 2% | -1% | 18%
[19] CCc1ccc2oc(-c3cc(N=Cc4cccc(OC)c4O)ccc3O)nc2c1
 : -1% | 22 | ? | -1% | -5% | -2% | -21% | -9% | -38%
[20] CCSc1nc(C)cc(Oc2ccc(=O)n(C)n2)n1
 : 1% | 21 | 18% | -10% | 2% | 7% | -3% | -20% | 16%
[21] Cc1cccc(C)c1NC(=O)C1c2ccccc2OCC(=O)N1Cc1ccccc1 (stereo not given)
 : 2% | 27 | . | . | ? | 29% | 0% | -6% | -1%
[22] O=C(NCCc1ccccc1)c1ccc2c(c1)OCO2
 : 0% | -6 | 1% | 6% | -2% | -17% | 17% | -24% | ?
[23] COc1ccc(CNC(=O)C2CCN(S(=O)(=O)c3ccccc3)CC2)cc1
 : 0% | -4 | 4% | 1% | 0% | . | -36% | . | -13%
[24] CCN(CC)CCn1c(NCc2cccc(OC)c2OC)nc2ccccc21
 : 0% | 0 | -1% | -6% | 0% | -6% | -9% | 0% | 1%
[25] CCC(C)Nc1nnc(SCC(=O)c2c(N)n(C3CC3)c(=O)[nH]c2=O)s1 (stereo not given)
 : -2% | 21 | -14% | 4% | -1% | -8% | 0% | 5% | 8%
[26] CC1CCCN(C(=O)Cn2nnc(-c3ccc(S(C)(=O)=O)cc3)n2)C1 (stereo not given)
 : 0% | 6 | 0% | ? | 7% | 25% | 4% | -3% | -2%
[27] COc1ccc(C(CNC(=O)c2cc3c(s2)CCC(C)C3)N2CCOCC2)cc1 (stereo not given)
 : 0% | -12 | ? | 5% | -11% | -14% | -3% | 12% | -19%
[28] CC(OC(=O)C1CCCO1)C(=O)NC1CCCC1 (stereo not given)
 : 17% | 18 | -10% | 2% | 7% | 2% | 8% | -15% | -10%
[29] CN1/C(=C/C=C(C#N)C#N)C(C)(C)c2ccccc21
 : 8% | 14 | 9% | 18% | 3% | 17% | -1% | ? | 13%[11.3 µM]
[30] COc1ccc(CC(=O)O/N=C(\N)c2ccccc2)cc1OC
 : -26% | -5 | 10% | -5% | -16% | 2% | 7% | 8% | 21%

Taken from above.
COC(=O)c1ccc(OC(=O)c2nn(C)cc2Cl)c(OC)c1 @ HT1080-NT tox = 17%
COc1ccc(CC(=O)O/N=C(\N)c2ccccc2)cc1OC @ WRN inhibitor = 7%
CCSc1nc(C)cc(Oc2ccc(=O)n(C)n2)n1 @ KB-V1 cytotox = -20%

Later entries
Second line of a record – HT1080-NT tox | IL1B secr inh | MCF10A rerep | SW480 rerep | HT1080 IDH1KD tx | KB-3-1 tox | WRN inhibitor | KB-V1 cytotox | ATXN2 expr inh
[31] COc1ccc(CNS(=O)(=O)CCNC(=O)c2ccc3c(c2)OCO3)cc1
 : -1% | 9 | 0% | -52%[inhibitor] | 9% | -1% | -1% | 2% | 1%
[32] C[C@H]1CN([C@@H](C)CO)C(=O)c2cc(NS(=O)(=O)c3ccc(F)cc3)ccc2O[C@H]1CN(C)S(=O)(=O)c1cn(C)cn1
 : 12% | -7 | -4% | -7% | 7% | 0% | -11% | -14% | -4%
[33] O=C(NC1CCCCC1)c1ccc2snnc2c1
 : -2% | -2 | -9% | -10% | -4% | ? | -7% | -17% | 4%
[34] CC(C)c1ccc(/C=C/C(=O)NCCC2=CCCCC2)cc1
 : 8% | -18 | 3% | . | 2% | -9% | -12% | -22% | 28%
[35] CN(CC(=O)N1CCN(c2ccccc2F)CC1)S(=O)(=O)c1cnc[nH]1
 : 4% | 5 | 6% | 4% | 29% | -6% | -8% | -5% | -4%
[36] CCn1c(C(C)NC(=O)c2ccccc2C)n[nH]c1=S (stereo not given)
 : 11% | -3 | -3% | 0% | 14% | -1% | -14% | 3% | .
[37] COc1cccc(C(=O)COC(=O)c2cccs2)c1
 : 1% | -24 | -11% | -1% | -2% | -2% | 3% | -7% | 26%
[38] CN(CC(=O)Nc1ccccc1Br)C(=O)CN1CCN(Cc2ccc(Cl)cc2)CC1
 : -3% | 13 | 1% | 1% | -2% | 0% | -4% | -24% | .
[39] Cc1nn(Cc2ccc(Cl)cc2Cl)c(C)c1NC(=O)C1C2CCC(O2)C1C(=O)O (stereo not given)
 : -3% | -8 | 4% | 1% | -27% | -11% | -4% | ? | -7%
[40] Cc1cc2occ(CC(=O)NC3=NCCS3)c2cc1C(C)C
 : ? | 3 | ? | -8% | ? | -4% | -5% | ? | -20%
[41] COc1ccccc1NC(=O)C1C2C=CC3(CN(Cc4cccnc4)C(=O)C13)O2 (stereo not given)
 : 16% | 10 | 1% | 1% | 7% | -11% | 3% | 0% | -6%
[42] O=C(NCc1ccc(F)cc1)C(c1ccccc1)N(C(=O)c1csnn1)C1CC1 (stereo not given)
 : 13% | -9 | -11% | -13% | 0% | ? | 3% | -3% | -2%
[43] CC(=O)Nc1ccc(S[C@@H](CCN2CC[C@H](O)CCC2=O)c2ccccc2)cc1
 : -3% | 2 | -11% | -4% | -6% | 1%&8% | 1% | 0%&6% | 6%
[44] CCN(C(=O)c1cc2c(s1)-c1ccccc1OC2)c1cc(OC)ccc1OC
 : 1% | -18 | 28% | 1% | -7% | -24% | -8% | -12% | -27%
[45] CC1CN(CC(=O)Nc2nc(-c3ccc(Cl)cc3)cs2)CC(C)O1 (stereo not given)
 : -27% | ? | 14% | -5% | -16% | ? | 5% | ? | -29%
[46] CSc1ccc(C(=S)N2CCN(C(c3ccccc3)c3ccccc3)CC2)cc1
 : 4% | ? | 9% | -5% | 2% | -5% | 1% | 0% | .
[47] CCc1cc(-c2nc(N)ncc2-c2ccc(Br)cc2)c(O)cc1OC
 : 0% | 37 | 18µM* | 7% | -16% | -1% | -2% | -6% | -15%
